High-throughput results as filed in PubChem BioAssay.
Cdc42 wt GTP: modulators (inhibitors or activators) of GTP binding to human Cdc42 wildtype | GST-Cdc42 beads, Bodipy-GTP binding, flow cytometry; actives lie on both sides | hit rate 0.2% among 190,000 | percent activity (GTP binding), % at 10 µM;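 active = percent activity GTP binding at least 20 points away from the 100% baseline, either down as inhibitor or up as activator; inconclusive = compound flagged as likely green fluorescent from well-wide comparison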;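 also: median bead fluorescence of bound Bodipy-FL-GTP at 100 nM; 0% = excess unlabeled GTP control and 100% = no compound control; below 100% means less GTP binding so inhibitor and above means activator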
Target sequence (P60953 whole entry, looked up): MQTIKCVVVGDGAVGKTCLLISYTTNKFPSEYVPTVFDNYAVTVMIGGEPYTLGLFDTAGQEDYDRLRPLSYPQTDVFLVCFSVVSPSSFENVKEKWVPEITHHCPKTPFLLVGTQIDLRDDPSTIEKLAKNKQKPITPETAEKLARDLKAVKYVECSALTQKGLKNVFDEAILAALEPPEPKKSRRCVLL
Rac1 mut GTP: modulators of GTP binding to human Rac1 activated mutant | AID 764 | P63000 | percent activity (GTP binding), % at 10 µM | GST-Rac1 activated beads, fluorescent GTP binding, flow cytometry; actives lie on both sides; 100% means binding = to untreated wells | hit rate 0.11% among 190,000;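 active = GTP binding at least 20 percentage points away from the 100% baseline, in either direction, so actives lie on both sides; inconclusive = Compound likely fluorescent itself, or too few beads counted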
Rab7 wt GTP bind: dog Rab7 wildtype GTP binding, inhibitors and activators. GST-Rab7 beads, fluorescent GTP binding, flow cytometry; actives lie on both sides; untreated = 100%, excess cold GTP = 0%. GTP binding activity (percent of control), % at 10 µM. hit rate 0.055% among 190,000. AID 758;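 active = fluorescent GTP binding to Rab7 beads changed by at least 20 points from the 100% baseline, either direction, mostly lower; inconclusive = compound itself probably fluorescent, or too few beads counted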;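 also: median green fluorescence of bound Bodipy-FL-GTP per Rab7 bead population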
Bcl-2 Bim block: disrupts Bim peptide binding to human Bcl-2 | Bead-based flow cytometry, Bim peptide-Bcl-2 binding | hit rate 0.06% among 190,000 | inhibition, % at 10 µM | P10415 | AID 950; in the data active = inhibition above about 40%; inconclusive = no clear call, values can overlap the other calls;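 also: 0% = no compound wells with probe peptide and 100% = reference peptide inhibitor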
Target sequence (P10415 whole entry, looked up): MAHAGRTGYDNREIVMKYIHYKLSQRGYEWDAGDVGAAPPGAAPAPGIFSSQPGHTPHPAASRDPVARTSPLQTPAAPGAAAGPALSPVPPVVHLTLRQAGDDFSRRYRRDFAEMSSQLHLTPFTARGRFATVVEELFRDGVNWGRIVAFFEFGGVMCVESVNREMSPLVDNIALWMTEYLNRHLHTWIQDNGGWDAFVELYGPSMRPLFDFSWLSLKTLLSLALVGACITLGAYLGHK
Rab2 wt GTP: changes GTP binding to wildtype dog Rab2A, up or down. GST-Rab2 wt beads, Bodipy-GTP binding, flow cytometry. GTP binding activity, % at 10 µM. hit rate 0.19% among 190,000;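 active = GTP binding activity at least 20 points away from 100%, either lowered or raised; inconclusive = signal likely due to the compound's own green fluorescence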;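 also: 0% = beads with excess unlabeled GTP and 100% = no-compound control corrected for plate trend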
HRas wt GTP: human HRas wildtype GTP binding, change in either direction; P01112; GST-Ras wt beads, Bodipy-FL-GTP binding, flow cytometry; actives lie on both sides; GTP binding activity, % at 10 µM; hit rate 0.14% among 190,000; AID 759;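 active = GTP binding activity at least 20% away from the 100% baseline, either lowered as inhibitor or raised as activator; inconclusive = flagged as likely green fluorescent, judged across all proteins in the well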;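 also: 0% = unlabeled GTP competition control and 100% = no-compound control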
Target sequence (P01112 whole entry, looked up): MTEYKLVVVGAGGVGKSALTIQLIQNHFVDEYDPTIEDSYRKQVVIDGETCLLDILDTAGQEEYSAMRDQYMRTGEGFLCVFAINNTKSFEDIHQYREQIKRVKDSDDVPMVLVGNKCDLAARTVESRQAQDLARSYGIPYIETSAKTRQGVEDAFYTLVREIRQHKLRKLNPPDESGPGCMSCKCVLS
Bim-Bcl-B: human Bim-Bcl-B interaction inhibition; inhibition, % at 10 µM; AID 951; bead-based flow cytometry, Bim peptide-Bcl-B binding; Q9HD36; hit rate 0.073% among 190,000;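 also: 0% = tracer peptide without compound and 100% = reference inhibitor peptide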
Target sequence (Q9HD36 whole entry, looked up): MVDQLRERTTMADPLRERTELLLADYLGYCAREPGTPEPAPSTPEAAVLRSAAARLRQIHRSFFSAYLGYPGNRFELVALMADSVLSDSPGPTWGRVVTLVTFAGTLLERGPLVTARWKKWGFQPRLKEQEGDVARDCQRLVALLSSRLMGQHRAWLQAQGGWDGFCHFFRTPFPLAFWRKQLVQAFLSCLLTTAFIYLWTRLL
Bim-Bcl-W: inhibitors of Bim-Bcl-W interaction, human; Q92843; bead-based flow cytometry, Bim peptide-Bcl-W binding; inhibition, % at 10 µM; hit rate 0.02% among 190,000; AID 952;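 also: 0% = bound tracer without compound and 100% = peptide blocker; higher means less fluorescent Bim peptide bound to Bcl-W beads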
Target sequence (Q92843 whole entry, looked up): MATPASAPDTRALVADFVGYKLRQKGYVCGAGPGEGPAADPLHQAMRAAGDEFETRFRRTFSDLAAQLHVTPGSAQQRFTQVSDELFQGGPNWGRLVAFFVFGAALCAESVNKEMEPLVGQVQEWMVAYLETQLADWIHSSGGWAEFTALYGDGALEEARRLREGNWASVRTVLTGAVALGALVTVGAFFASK
Bcl-XL Bim block: inhibitors of Bim-Bcl-XL interaction, human; hit rate 0.04% among 190,000; inhibition, % at 10 µM; Bim peptide-Bcl-XL binding, bead flow cytometry, fluorescence
Bim-Bfl-1: disrupts Bim binding to human Bfl-1 | Bead-based flow cytometry, Bim-Bfl-1 binding inhibition | inhibition, % at 10 µM | hit rate 0.12% among 190,000 | AID 1008;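 also: 0% = wells without compound plus tracer and 100% = blocker peptide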
Rac1 wt modul: alters GTP binding to wildtype human Rac1 | hit rate 0.27% among 190,000 | P63000 | GST-Rac1 beads, fluorescent GTP binding, flow cytometry; actives lie on both sides; 0 = cold GTP competed, 100 = untreated | GTP binding activity (% of control), % at 10 µM;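 active = GTP binding activity at least 20 points away from the 100% control level, either lower or higher; inconclusive = compound flagged as likely green fluorescent, judged across all proteins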
Active calls of the source: *; ? = inconclusive; . = no result given. Rule as the data show it, unless noted: active = inhibition above about 40%.

Cdc42 wt GTP,Rac1 mut GTP,Rab7 wt GTP bind,Bcl-2 Bim block,Rab2 wt GTP,HRas wt GTP,Bim-Bcl-B,Bim-Bcl-W,Bcl-XL Bim block,Bim-Bfl-1,Rac1 wt modul,SMILES
104,101,100,-8,103,103,-4,0,7,-5,103,CCC(C(=O)Nc1cc(C)on1)c1ccccc1 (stereo not given)
101,101,99,-6,100,102,-5,6,0,-13,106,COc1ccc(OC)c(-c2cc(C(=O)Nc3c(C)n(C)n(-c4ccccc4)c3=O)no2)c1
91,96,99,-2,96,93,2,-1,0,-2,97,COc1ccc(NS(=O)(=O)c2cccc(C(=O)N/N=C/c3ccccn3)c2)cc1
99,97,100,-6,98,99,-5,0,0,-7,97,Cc1ccc(/C=N\NC(=O)c2csnn2)cc1
96,93,110,0,100,100,0,0,0,0,98,O=C(N/N=C/c1ccccn1)c1cccs1
105,100,101,-14,102,101,-10,-2,-14,-19,104,CCOc1ccc(OCC)c(NC(=O)C2CCN(S(=O)(=O)c3cccnc3)CC2)c1
96,97,103,0,97,97,-5,-3,-3,-5,98,CCN(CC)C(=O)Cn1cc(SCC(=O)NCc2ccco2)c2ccccc21
107,98,103,-4,104,102,-3,-3,-1,-2,105,O=C(OCC(=O)N1CCCc2ccccc21)C1CCN(S(=O)(=O)c2cccs2)CC1
100,99,101,?,100,102,.,.,.,.,105,C/C=C/C(=O)Nc1nnc(C(C)C)s1
97,97,107,-4,99,100,-10,-4,-6,-14,99,O=C(CSC1=NCCS1)Nc1cccc(F)c1
96,93,92,-5,94,96,-5,2,-6,-11,97,O=C(O)c1c(F)c(F)c(F)c(F)c1-c1ccc(Cl)cc1
98,97,99,0,98,98,-4,-1,-5,0,99,O=Nc1ccc(NOC(=O)c2ccccc2)cc1
82,88,92,-2,86,90,0,-3,0,0,87,Cc1nc2ccc(Cl)cc2c(-c2ccccc2Cl)c1CC(=O)O
106,99,104,-15,106,104,-10,-1,-7,-16,109,O=S(=O)(c1ccc(N2CC=C(c3ccccc3)CC2)nc1)N1CCCC1
94,91,95,0,91,95,-1,-1,-3,1,92,Cc1sc2nc(SCC(=O)C(C)(C)C)n(Cc3ccco3)c(=O)c2c1C
100,99,99,-2,98,101,0,2,0,-5,110,COc1ccc(C(=O)N2CCCN(C)CC2)cc1S(=O)(=O)N1CCCc2ccccc21
99,98,104,-3,96,98,0,0,1,-2,101,O=C(Cn1[nH]c(=O)c2ccccc2c1=O)Nc1cccc(S(=O)(=O)N2CCCCCC2)c1
?,?,?,3,?,?,-5,2,-1,-8,?,COc1cccc(C2=CC(c3ccccc3)n3ncnc3N2)c1 (stereo not given)
96,97,101,-1,100,99,-7,-1,-3,-6,99,COc1ccc(CCNC(=O)C(CC(C)C)NC(N)=O)cc1 (stereo not given)
106,98,102,-12,103,104,-11,0,-5,-12,107,COc1cccc(-c2cc(C(=O)Nc3cc(C)nn3-c3ccccc3)no2)c1
101,97,98,-7,98,101,-7,-8,-5,-5,103,Cc1cccc2cc(COC(=O)C3CCCCC3)c(=O)[nH]c12
105,101,100,-5,101,101,-4,2,-2,-9,107,Cc1cccc(Cn2c(CN3CCN(Cc4ccccc4)CC3)nc3c2c(=O)[nH]c(=O)n3C)c1
97,98,101,-12,99,98,-1,2,-1,-7,101,COc1cc(NC(=O)C2CCCCC2)c(OC)cc1NC(=O)c1ccco1
93,93,92,5,91,94,-2,1,0,-1,91,CCOC(=O)c1c(NC(=O)CSc2cccc[n+]2[O-])sc(C(=O)Nc2ccccc2)c1C
103,101,99,-6,100,99,-10,-2,-8,-8,103,CCOC(=O)c1ccc(-n2ccnc2)c(NC(=O)c2cccc(Br)c2)c1

Ordered by the number under Cdc42 wt GTP (smallest number first): three from the list above
Cdc42 wt GTP,Rac1 mut GTP,Rab7 wt GTP bind,Bcl-2 Bim block,Rab2 wt GTP,HRas wt GTP,Bim-Bcl-B,Bim-Bcl-W,Bcl-XL Bim block,Bim-Bfl-1,Rac1 wt modul,SMILES
82,88,92,-2,86,90,0,-3,0,0,87,Cc1nc2ccc(Cl)cc2c(-c2ccccc2Cl)c1CC(=O)O
99,98,104,-3,96,98,0,0,1,-2,101,O=C(Cn1[nH]c(=O)c2ccccc2c1=O)Nc1cccc(S(=O)(=O)N2CCCCCC2)c1
104,101,100,-8,103,103,-4,0,7,-5,103,CCC(C(=O)Nc1cc(C)on1)c1ccccc1 (stereo not given)

(cont.)
Cdc42 wt GTP,Rac1 mut GTP,Rab7 wt GTP bind,Bcl-2 Bim block,Rab2 wt GTP,HRas wt GTP,Bim-Bcl-B,Bim-Bcl-W,Bcl-XL Bim block,Bim-Bfl-1,Rac1 wt modul,SMILES
106,101,101,-4,102,103,-1,3,0,-6,106,CCCCNC(=O)NC1(C(F)(F)F)Oc2ccccc2O1
100,99,99,-2,98,99,5,-3,1,-5,104,CCN(CC)CCCNC(=S)N(Cc1cccs1)Cc1cc2cc3c(cc2[nH]c1=O)OCCO3
97,98,100,-2,99,99,-5,-4,-4,-2,100,CN(C)S(=O)(=O)c1cc(NC(=O)COC(=O)Cc2ccc(Br)cc2)ccc1Cl
98,98,97,-1,99,97,-6,-5,-7,0,98,Cc1ccccc1-c1nnc(-c2ccccc2C)o1
96,99,92,-2,95,100,-4,-3,-5,-3,95,O=C(Oc1ccc2cc(Br)ccc2c1)N1CCCCCC1
105,100,102,0,103,103,0,0,1,-1,102,CCOc1ccc(OCC)c(S(=O)(=O)N2CCCCC2C)c1 (stereo not given)
101,97,100,-1,101,101,-1,0,-2,0,97,C[C@H](NS(=O)(=O)c1ccccc1F)C(=O)OCC(=O)N1CCc2ccccc21
92,93,95,-5,91,92,0,7,-3,-10,90,COC(=O)c1ccc(Nc2cc(C)nc3ncnn23)cc1
95,96,100,-2,96,96,-4,1,0,0,96,Cn1c(N)c(C(=O)COC(=O)c2cc(S(=O)(=O)N3CCCCC3)ccc2Cl)c(=O)n(C)c1=O
104,100,100,-10,99,101,-6,-3,-6,-14,105,Cc1ccc(CNC(=O)C(=O)NCCC2=CCCCC2)cc1
94,95,105,0,101,99,0,-1,0,-4,98,COCCCNC(=O)C1CCC(CNS(=O)(=O)c2ccc(C)cc2)CC1 (stereo not given)
103,100,100,-6,100,101,-9,-8,-6,-7,103,Cn1cccc1Cc1nnc(SCC(=O)N2CCOCC2)n1CCc1ccccc1
96,96,97,0,97,99,1,-1,-2,-5,99,CC(NC(=O)c1ccc(N)cc1)c1ccccc1 (stereo not given)
101,101,99,-4,100,100,-9,-6,-7,-3,102,O=C(N/N=C/c1c(Cl)cccc1Cl)c1ccccc1F
95,93,102,-6,95,97,-3,0,-2,-5,98,O=C(CN1C(=O)/C(=C/c2cccc(Br)c2)SC1=S)Nc1cccnc1
97,97,107,-4,105,102,0,0,1,0,99,COC(=O)c1ccc(C(=O)OC)c(NC(=O)COC(=O)C23CC4CC(CC(O)(C4)C2)C3)c1
101,99,102,-2,101,99,-5,-3,-5,-1,103,CC(C)(C)c1ccc(C(=O)Nc2ccc(C=C(C#N)C#N)cc2)cc1
94,96,108,-1,98,98,-5,-1,-1,-6,101,COc1ccc(OCC(=O)Nc2ccc(N3CCOCC3)cc2)c([N+](=O)[O-])c1
95,97,101,-1,95,96,-1,1,0,-1,99,Cc1nnc(SCc2cc([N+](=O)[O-])cc3c2OCOC3)n(N)c1=O
97,95,92,1,94,96,4,0,0,0,95,O=C(Nn1cnnc1)c1cc2c(s1)CCCCC2
102,100,104,0,102,102,0,0,0,-2,104,CCN(CC)S(=O)(=O)c1ccc(-c2nnc(SCC(=O)Nc3ccc(OC)c(OC)c3)o2)cc1
93,94,94,0,95,95,-1,1,-2,-3,97,S=C1NCCNC(=S)NCCOCCOCCOCCN1
102,101,94,1,98,99,-4,-3,-3,-1,101,O=C(NNC(=O)C1CCCO1)c1ccc(Br)cc1 (stereo not given)
92,89,93,0,94,94,-2,4,0,0,98,O=C(COC(=O)CNC(=O)C1CCCCC1)Nc1ccc2c(c1)OCCO2
100,100,98,3,100,100,14,0,1,0,105,c1ccc(-c2nnc(OCCN3CCOCC3)c3ccccc23)cc1

An excerpt from above with just Rab7 wt GTP bind and Cdc42 wt GTP:
SMILES,Rab7 wt GTP bind,Cdc42 wt GTP
Cc1ccccc1-c1nnc(-c2ccccc2C)o1,97,98
O=C(Oc1ccc2cc(Br)ccc2c1)N1CCCCCC1,92,96
CCOc1ccc(OCC)c(S(=O)(=O)N2CCCCC2C)c1 (stereo not given),102,105

Additional results:
Cdc42 wt GTP,Rac1 mut GTP,Rab7 wt GTP bind,Bcl-2 Bim block,Rab2 wt GTP,HRas wt GTP,Bim-Bcl-B,Bim-Bcl-W,Bcl-XL Bim block,Bim-Bfl-1,Rac1 wt modul,SMILES
101,98,106,7,104,100,4,5,3,2,102,COc1cccc(C2(O)CCN(C(=O)c3cccs3)CC2)c1
99,98,101,-4,100,100,0,-3,-10,-5,101,Cc1ccc(C(O)P(=O)(OC2CCCCC2)OC2CCCCC2)cc1 (stereo not given)
101,98,102,-1,102,103,-1,-4,-5,-3,106,CCOc1ccccc1OCCNC1CCCC1
104,103,105,-6,102,102,-12,-3,-6,-16,109,O=C(Nc1cccn(Cc2ccc(F)cc2)c1=O)NC1CCCCC1
105,97,102,-2,103,103,-3,-1,-4,0,103,CSc1nsc(SCC(=O)Nc2ccc(Br)cn2)n1
100,99,98,-8,99,99,-13,-6,-8,-12,101,CC(C)/C=N\NC(=O)CCCCC(=O)N/N=C/C(C)C
100,102,97,-6,99,99,-13,-2,-5,-10,101,COc1ccc(C2C(C(C)=O)=C(O)C(=O)N2c2cccnc2)cc1OC (stereo not given)

An excerpt of these results, as tab-separated lines.
smiles	Cdc42 wt GTP	Rac1 mut GTP	Rab7 wt GTP bind	Bcl-2 Bim block	Rab2 wt GTP	HRas wt GTP	Bim-Bcl-B	Bim-Bcl-W	Bcl-XL Bim block	Bim-Bfl-1	Rac1 wt modul
O=C(Nc1cccn(Cc2ccc(F)cc2)c1=O)NC1CCCCC1	104	103	105	-6	102	102	-12	-3	-6	-16	109
CSc1nsc(SCC(=O)Nc2ccc(Br)cn2)n1	105	97	102	-2	103	103	-3	-1	-4	0	103

Some values from the entries so far:
Bim-Bfl-1 result of COc1ccc(C2C(C(C)=O)=C(O)C(=O)N2c2cccnc2)cc1OC (stereo not given) reads -10
Rab7 wt GTP bind result of COc1cccc(C2(O)CCN(C(=O)c3cccs3)CC2)c1 reads 106
